PKA-R2B activ: activators of PKA-R2B holoenzyme, primary screen, biochemical, fluorescence polarization, Cy5-IP20, human; cAMP-dependent protein kinase catalytic subunit beta (Homo sapiens) + cAMP-dependent …; PKA-R2B holoenzyme dissociation; R2B truncated from residue 108, S112A mutant; 0% DMSO only, 100% 113 µM cGMP; activation, % at 11.4 µM; 0.079% of 340,000 active; AID 504700, 2011;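 active means activation above a cutoff set at the mean over all compounds plus 3 SD, cut at about 18% in these data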;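 further: higher means more holoenzyme dissociation and a rise in polarization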
Target sequence (P31323 whole entry, looked up, other chains not shown, the tested form may be a part): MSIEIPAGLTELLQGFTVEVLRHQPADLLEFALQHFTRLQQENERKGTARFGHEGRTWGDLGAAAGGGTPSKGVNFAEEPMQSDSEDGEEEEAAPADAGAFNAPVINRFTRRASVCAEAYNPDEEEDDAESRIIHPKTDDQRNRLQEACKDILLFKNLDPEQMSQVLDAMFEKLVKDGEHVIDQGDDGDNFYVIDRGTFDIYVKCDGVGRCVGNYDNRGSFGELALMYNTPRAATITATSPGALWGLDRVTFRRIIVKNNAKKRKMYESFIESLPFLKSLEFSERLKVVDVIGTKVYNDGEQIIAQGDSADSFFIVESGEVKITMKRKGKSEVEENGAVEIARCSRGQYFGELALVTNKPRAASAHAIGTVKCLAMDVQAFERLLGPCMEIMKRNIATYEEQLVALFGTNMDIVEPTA
PKA-R1A activ: activators of PKA-R1A holoenzyme, primary screen, biochemical, fluorescence polarization, Cy5-IP20, bovine R1A, mouse PKAc; AID 504707, 2011; 0.083% of 340,000 active; PKA-R1A dissociation; scaled: DMSO 0%, 113 µM cGMP 100%; activation, % at 11.4 µM;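 active means percent activation above the mean of all tested compounds plus 3 SD, cut at about 19% in these data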;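 further: higher means more PKAc released from R1A so a rise in polarization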
Ecoli viability: E. coli V3065 growth inhibition, primary screen, counter-screen for AddAB inhibitor project, absorbance, OD600. 18 h. 0.27% of 330,000 active. inhibition, % at 11.9 µM;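 active means inhibition above the campaign's mean inhibition across all tested compounds plus 3 SD, cut at about 9.9% in these data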;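 further: uninfected addAB+ strain grown without phage in ampicillin broth; 0% = DMSO wells and 100% = ciprofloxacin 0.95 µg/ml wells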
CDK5 p35 inh: inhibitors of human CDK5/p35 kinase, primary screen, biochemical, single concentration; Recombinant CDK5/p35, ADP-Glo luminescence, 60 min; inhibition, % at 10 µM; 0.01% of 330,000 active;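 active means highest replicate inhibition of at least 50% and at least 75% of replicates reaching 50%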;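 further: plate controls were DMSO neutral control for no effect and GW8510 at 10 µM for full effect; many of its hits are not listed in these tables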
HTR5A inv ag: HTR5A inverse agonists in luminescence cell assay, primary screen, counter-screen for OPRM1-OPRD1 heterodimer inverse agonist project, full-deck HTS. 5-hydroxytryptamine receptor 5A (Homo sapiens), P47898. HTR5A cell line, inverse agonism. inhibition, % at 9.3 µM. 0.083% of 340,000 active; in the data active means inhibition mostly above about 23%, no sharp cut-off; inactive means mostly below about 18%;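 further: 0% = cells with DMSO and 100% = no-cell wells with DMSO; some compounds called inactive have numbers as strong as hits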
Target sequence (P47898 whole entry, looked up): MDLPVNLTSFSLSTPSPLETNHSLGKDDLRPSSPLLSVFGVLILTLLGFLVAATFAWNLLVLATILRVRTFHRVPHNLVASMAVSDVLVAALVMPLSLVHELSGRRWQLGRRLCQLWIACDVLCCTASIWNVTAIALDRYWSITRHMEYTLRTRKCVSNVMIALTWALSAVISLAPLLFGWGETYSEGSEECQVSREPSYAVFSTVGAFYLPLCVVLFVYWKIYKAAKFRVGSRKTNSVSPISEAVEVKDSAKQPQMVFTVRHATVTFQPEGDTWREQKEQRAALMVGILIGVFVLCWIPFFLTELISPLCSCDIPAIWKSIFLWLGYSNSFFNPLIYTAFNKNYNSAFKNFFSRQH
SUMO Mot1 rescue: yeast Mot1-301 growth rescue at high temperature, primary screen, SUMOylation pathway inhibitor project, S. cerevisiae, ATP luminescence, 38.5C; S. cerevisiae Mot1-301 growth rescue; percent above DMSO median, 100 means doubled; growth rescue, % at 18.8 µM; 1% of 320,000 active; AID 2716, 2010;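 active means every valid replicate shows activation above 250% relative to neutral control wells; inactive means the rest, any valid replicate at or below 250%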;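 further: OY570 slx delta 5 strain wells were the positive control but not used for scaling; some compounds called inactive have numbers as strong as hits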
AddAB inh: growth inhibition of E. coli expressing H. pylori AddAB, primary screen, AddAB inhibitor project, absorbance | AID 435030, 2010 | inhibition, % at 11.9 µM | 0.29% of 330,000 active; in the data active means inhibition above about 12%;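 further: 0% = vehicle wells of infected cells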
phage Ecoli inh: growth loss of phage-infected E. coli, primary screen, RecBCD inhibitor project, absorbance, with phage, HTS. AID 651602, 2012. 0.26% of 360,000 active. inhibition, % at 11.9 µM; in the data active means inhibition above about 11%
DAGLB inhibitor: DAGLB lipase inhibitors, primary screen, biochemical, fluorescence, HTS; Diacylglycerol lipase-beta (Homo sapiens), Q8NCG7; 0.059% of 340,000 active; inhibition, % at 5.17 µM; HEK293T DAGLB membrane lysate, EnzChek fluorogenic substrate; in the data active means inhibition above about 34%;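 further: 0% = enzyme with vehicle and 100% = wells lacking enzyme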
HTR5A ag ctr: HTR5A agonists in luminescence cell assay, primary screen, counter-screen for OPRM1-OPRD1 heterodimer agonist project, full-deck HTS | cell-based | activation, % at 9.3 µM | 0.61% of 340,000 active | AID 504692, 2011; in the data active means activation mostly above about 9.5%, no sharp cut-off; inactive means mostly below about 7.6%;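 further: 0% = cells with vehicle only and 100% = reference agonist; strong numbers were not always called active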
Tat export inh: E. coli Tat export inhibitors, primary screen, MC4100, TorA-mCherry reporter, fluorescence, single point; inhibition, % at 10 µM; 0.036% of 340,000 active;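 active means mean replicate inhibition at least 50% and at least half of replicates individually reaching 50%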;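 further: exported cargo escapes ClpAP degradation while cytoplasmic cargo is degraded and loses fluorescence; 0% = median of neutral control wells and 100% = median of NaSCN control wells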
The depositor's hits bear a star.

For Cc1nnc(SCc2cc(=O)[nH]c(Nc3nc(C)c4cc(C)c(C)cc4n3)n2)s1 the results were Ecoli viability -2.3, CDK5 p35 inh -1.2, SUMO Mot1 rescue 13.5, AddAB inh -1.5, phage Ecoli inh 3.2 and Tat export inh -3.2.
CC(C)NC(=O)c1ccc2c3n(nc2c1)-c1ccc(Cl)cc1CO3 was read as PKA-R2B activ 0.0, PKA-R1A activ -10.8, Ecoli viability -1.8, CDK5 p35 inh 0.0, HTR5A inv ag -3.3, SUMO Mot1 rescue -20.9, AddAB inh -1.3, phage Ecoli inh 2.3, DAGLB inhibitor 2.0, HTR5A ag ctr 6.0 and Tat export inh -0.8.
`CCN(CC)CCNC(=O)c1cc(S(=O)(=O)N2CCc3ccccc32)cn1C` gave PKA-R2B activ 0.9, PKA-R1A activ -7.3, Ecoli viability 0.3, CDK5 p35 inh -0.6, HTR5A inv ag -7.5, SUMO Mot1 rescue -25.3, AddAB inh 0.7, phage Ecoli inh 1.9, DAGLB inhibitor 3.0, HTR5A ag ctr 4.5 and Tat export inh -9.3.
COCCCNC(=O)Cc1ccc(-n2c(C)nc3cccnc32)cc1 was read as PKA-R2B activ -2.4, PKA-R1A activ -3.7, CDK5 p35 inh -4.3, HTR5A inv ag 0.8, SUMO Mot1 rescue 306.1, phage Ecoli inh 2.1, DAGLB inhibitor -2.0, HTR5A ag ctr -0.2 and Tat export inh -0.4.
Screening O=C(Oc1ccc(Br)cc1C(=S)N1CCCC1)c1ccccc1Cl returned PKA-R2B activ -2.2, PKA-R1A activ -10.6, Ecoli viability 0.5, CDK5 p35 inh 0.8, HTR5A inv ag 4.9, SUMO Mot1 rescue 126.2, AddAB inh 1.6, phage Ecoli inh 0.5, DAGLB inhibitor -11.3, HTR5A ag ctr -0.4 and Tat export inh -12.6.
Screening CCC(=O)NC(NCC1CCCO1)C(Cl)(Cl)Cl (stereo not drawn) returned PKA-R2B activ 5.9, PKA-R1A activ -9.6, Ecoli viability 0.7, CDK5 p35 inh 0.6, HTR5A inv ag -28.7, SUMO Mot1 rescue 8.2, AddAB inh -1.0, phage Ecoli inh 3.1, DAGLB inhibitor -0.2, HTR5A ag ctr 3.7 and Tat export inh -7.9.
Screening CCN1CCN(CCCNC(=O)c2ccc3c(c2)NC(=O)/C(=C\c2cccc(C)c2)S3)CC1 returned PKA-R2B activ -6.3, PKA-R1A activ 2.8, Ecoli viability -2.1, CDK5 p35 inh 8.6, HTR5A inv ag 0.0, SUMO Mot1 rescue -8.3, AddAB inh 2.0, phage Ecoli inh 1.1, DAGLB inhibitor 2.2, HTR5A ag ctr 0.0 and Tat export inh 14.1.
Screening CCOC(=O)c1ccc2nc(NC(=O)c3cccs3)sc2c1 returned PKA-R2B activ -2.0, PKA-R1A activ 1.6, Ecoli viability 2.0, CDK5 p35 inh 2.1, HTR5A inv ag -20.9, SUMO Mot1 rescue 90.6, AddAB inh -0.1, phage Ecoli inh 0.1, DAGLB inhibitor -1.2, HTR5A ag ctr 8.2 and Tat export inh -2.4.
`Cc1ccc(S(=O)(=O)CCC(=O)NCc2ccccc2F)cc1` gave PKA-R2B activ -5.5, PKA-R1A activ 3.7, Ecoli viability 0.2, CDK5 p35 inh -0.4, HTR5A inv ag 8.9, SUMO Mot1 rescue 119.2, AddAB inh 1.7, phage Ecoli inh 1.6, DAGLB inhibitor -0.8, HTR5A ag ctr -3.5 and Tat export inh 0.6.
COC(=O)c1cc(OC)c(OC)cc1N1C(=O)CC(C)(C)CC1=O was read as PKA-R2B activ 9.2, PKA-R1A activ 5.4, Ecoli viability -2.9, CDK5 p35 inh 0.7, HTR5A inv ag -8.8, SUMO Mot1 rescue 3.6, AddAB inh 2.0, DAGLB inhibitor 0.7, HTR5A ag ctr 2.5 and Tat export inh 6.1.
Screening O=C(Nc1ccccc1)c1ccc(OC(=O)c2cc3ccccc3o2)cc1 returned PKA-R2B activ -4.7, PKA-R1A activ -7.5, Ecoli viability 0.1, CDK5 p35 inh 5.6, HTR5A inv ag 21.5, SUMO Mot1 rescue 8.2, AddAB inh 0.1, phage Ecoli inh 3.8, DAGLB inhibitor 1.0, HTR5A ag ctr 4.0 and Tat export inh -1.5.
For O=C1c2ccccc2CN1Cc1ccccc1 the results were PKA-R2B activ -5.0, PKA-R1A activ -10.4, Ecoli viability -0.7, CDK5 p35 inh -3.9, HTR5A inv ag 3.8, SUMO Mot1 rescue 10.4, AddAB inh 1.1, phage Ecoli inh 4.7, DAGLB inhibitor -1.9, HTR5A ag ctr -1.1 and Tat export inh -9.3.
Screening Cn1c(=O)c2cc(S(=O)(=O)NC(C(=O)NCc3cccnc3)c3ccccc3)ccc2n(C)c1=O (stereo not drawn) returned PKA-R2B activ 9.6, PKA-R1A activ 4.6, Ecoli viability -1.3, CDK5 p35 inh -0.8, HTR5A inv ag -1.6, SUMO Mot1 rescue -4.6, AddAB inh 0.2, phage Ecoli inh 1.8, DAGLB inhibitor 2.2, HTR5A ag ctr 0.6 and Tat export inh -2.5.
COc1ccc(-c2cc3ccc(OCC(C)=O)cc3oc2=O)cc1OC was read as PKA-R2B activ -0.6, PKA-R1A activ -2.6, Ecoli viability 0.8, CDK5 p35 inh 1.0, HTR5A inv ag 0.7, SUMO Mot1 rescue 4.6, AddAB inh 3.5, phage Ecoli inh 1.3, DAGLB inhibitor 0.2, HTR5A ag ctr 1.8 and Tat export inh -4.4.
O=S(=O)(NC1CC2CCC1C2)c1ccc(Br)s1 (stereo not drawn) was read as PKA-R2B activ 2.0, PKA-R1A activ 10.5, Ecoli viability 0.6, CDK5 p35 inh -3.3, HTR5A inv ag -3.4, SUMO Mot1 rescue 449.8*, AddAB inh 3.9, phage Ecoli inh 1.1, DAGLB inhibitor -2.2, HTR5A ag ctr 2.6 and Tat export inh -4.5.
Screening COc1ccc(NC(=S)N/N=C/c2ccc(F)cc2)cc1OC returned PKA-R2B activ -1.7, PKA-R1A activ -3.2, Ecoli viability 0.4, CDK5 p35 inh 4.6, HTR5A inv ag -5.7, SUMO Mot1 rescue 1.6, AddAB inh 2.2, phage Ecoli inh 4.2, DAGLB inhibitor -4.3, HTR5A ag ctr 2.1 and Tat export inh -12.4.
For CCc1cc(=O)oc2cc(OC3CCCCC3=O)ccc12 (stereo not drawn) the results were PKA-R2B activ -3.5, PKA-R1A activ -1.7, Ecoli viability -2.7, CDK5 p35 inh -0.1, HTR5A inv ag 12.2, SUMO Mot1 rescue -16.6, AddAB inh -1.6, phage Ecoli inh -0.6, DAGLB inhibitor 4.3, HTR5A ag ctr -3.5 and Tat export inh -2.8.
For Cc1ccc2c(c1)-c1c(ssc1=S)C(C)(C)N2C(=O)CSc1nncn1C the results were PKA-R2B activ -12.6, PKA-R1A activ -15.1, Ecoli viability 0.9, CDK5 p35 inh 6.1, HTR5A inv ag -0.1, AddAB inh 2.9, phage Ecoli inh 3.4, DAGLB inhibitor 12.0, HTR5A ag ctr 0.0 and Tat export inh -2.9.
`O=C(NCc1ccco1)c1cnn2c1NC(c1ccc(Br)cc1)CC2C(F)(F)F` (stereo not drawn) gave PKA-R2B activ -11.8, PKA-R1A activ -5.8, Ecoli viability 0.3, CDK5 p35 inh -0.2, HTR5A inv ag 16.7, SUMO Mot1 rescue 90.2, AddAB inh 1.9, phage Ecoli inh -0.5, DAGLB inhibitor 5.3, HTR5A ag ctr 7.3 and Tat export inh 14.4.
For CCc1ccc(NC(=O)CC2C(=O)N(c3ccc(C)cc3)C(=O)N2C2CC2)cc1 (stereo not drawn) the results were PKA-R2B activ -17.1, PKA-R1A activ 3.9, Ecoli viability 2.5, CDK5 p35 inh -0.4, HTR5A inv ag 3.1, SUMO Mot1 rescue -24.2, AddAB inh -0.3, phage Ecoli inh -1.4, DAGLB inhibitor 2.1, HTR5A ag ctr -4.0 and Tat export inh -5.1.
`S=C(NCc1cccnc1)Nc1ccc2c(c1)OCO2` gave PKA-R2B activ 2.2, PKA-R1A activ 1.8, Ecoli viability -0.2, CDK5 p35 inh 0.0, HTR5A inv ag 0.8, SUMO Mot1 rescue -2.8, AddAB inh -1.1, phage Ecoli inh 4.9, DAGLB inhibitor -0.9, HTR5A ag ctr 0.9 and Tat export inh -5.1.
Screening O=S(=O)(Nc1ncccn1)c1ccc(NC(=S)Nc2ccccc2)cc1 returned PKA-R2B activ -2.5, PKA-R1A activ -9.2, Ecoli viability 7.3, CDK5 p35 inh -2.2, HTR5A inv ag 4.5, SUMO Mot1 rescue 68.0, AddAB inh 8.7, phage Ecoli inh 5.0, DAGLB inhibitor 0.6, HTR5A ag ctr -0.4 and Tat export inh -6.7.
For O=C(CCN1C(=O)CSC1=O)Nc1ccc(Br)cc1 the results were PKA-R2B activ 6.1, PKA-R1A activ -7.5, Ecoli viability 0.9, CDK5 p35 inh -1.2, HTR5A inv ag -13.8, SUMO Mot1 rescue -6.6, AddAB inh 0.3, phage Ecoli inh -0.5, DAGLB inhibitor 0.6, HTR5A ag ctr -2.2 and Tat export inh -3.0.
O=C(O)c1ccc(NS(=O)(=O)/C=C/c2ccccc2)cc1O was read as PKA-R2B activ -10.3, PKA-R1A activ -8.8, Ecoli viability -1.6, CDK5 p35 inh -1.0, HTR5A inv ag 17.1, SUMO Mot1 rescue -6.5, AddAB inh 0.4, phage Ecoli inh 1.6, DAGLB inhibitor 0.6, HTR5A ag ctr 1.2 and Tat export inh -3.5.
NC(=O)c1ccsc1NC(=O)COC(=O)CNC(=O)c1cccc([N+](=O)[O-])c1 was read as PKA-R2B activ 1.6, PKA-R1A activ -5.7, Ecoli viability 0.7, CDK5 p35 inh -1.2, HTR5A inv ag 21.3, SUMO Mot1 rescue -0.7, AddAB inh 3.3, phage Ecoli inh 1.2, DAGLB inhibitor 0.2, HTR5A ag ctr -8.7 and Tat export inh 3.1.
Screening Nc1ccc(S(=O)(=O)c2ccc(Cl)cc2)cc1 returned PKA-R2B activ -8.0, PKA-R1A activ 3.4, Ecoli viability -0.2, CDK5 p35 inh -1.7, HTR5A inv ag -8.0, SUMO Mot1 rescue -21.8, AddAB inh -1.0, phage Ecoli inh -0.1, DAGLB inhibitor 0.9, HTR5A ag ctr -0.8 and Tat export inh -4.6.
For CCOC(=O)Nc1ccc2c3c(cccc13)-c1ccccc1-2 the results were PKA-R2B activ 0.3, PKA-R1A activ -12.5, CDK5 p35 inh -0.1, HTR5A inv ag -19.1, phage Ecoli inh 2.9, DAGLB inhibitor -4.5, HTR5A ag ctr 4.7 and Tat export inh 1.7.
For O=C(O)c1ccc(NCc2nc3cc4ccccc4cc3[nH]2)cc1 the results were PKA-R2B activ -15.8, PKA-R1A activ 2.5, CDK5 p35 inh -1.1, HTR5A inv ag -13.6, phage Ecoli inh 1.0, DAGLB inhibitor 1.8, HTR5A ag ctr 3.5 and Tat export inh -9.7.

Compound activity deposited in PubChem by several laboratories.
